Compound activity deposited in PubChem BioAssay by several laboratories.
UBC9 SUMO inh: inhibitors of in vitro SUMOylation cascade, primary screen, biochemical, HTRF, uHTS; inhibition, % at 35 µM; HTRF SUMOylation assay, SAE1/SAE2 + UBC9; AID 2006, 2009; 0.36% of 290,000 active; in the data active = inhibition above about 50%, passing the limit was not always enough; also: strong numbers were not always called active
Target sequence (P63279 whole entry, looked up): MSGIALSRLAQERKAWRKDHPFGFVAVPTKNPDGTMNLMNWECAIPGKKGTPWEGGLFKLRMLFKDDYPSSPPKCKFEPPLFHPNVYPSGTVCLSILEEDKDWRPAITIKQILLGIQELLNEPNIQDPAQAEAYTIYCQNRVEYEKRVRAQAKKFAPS
MEKK2 WT-MEK5: modulators of MEK5 binding to wildtype MEKK2, primary screen, biochemical, multiplex bead flow cytometry, Alexa488-MEK5 | 1.1% of 290,000 active | Mitogen-activated protein kinase kinase kinase 2 (Homo sapiens), Q9Y2U5 | binding response (% of control), % at 10 µM | Alexa488-MEK5 binding to MEKK2 WT; actives lie on both sides; in the data active = binding response below about 67% or above about 130%
DNA FID counter: compounds displacing fluorescent DNA intercalator, primary screen, artefact control for HCV NS3 helicase inhibitor project, biochemical, FID fluorescence. 0.17% of 290,000 active. AID 1845, 2009. DNA fluorescent intercalator displacement. inhibition, % at 7.9 µM; in the data active = inhibition above about 37%;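 also: 0% = vehicle and 100% = reference compound; higher means more ethidium bromide displaced from hairpin DNA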
GalR3 antagonist: GalR3 antagonists in HEK293 cells, primary screen, cell-based, fluorescence readout; inhibition, % at 3 µM; 0.44% of 360,000 active; HEK293 GalR3-CNG cAMP membrane potential fluorescence; galR3 body fused to GalR1 C-terminus;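 active = inhibition above the screen-wide average plus 3 SD, cut at about 13% in these data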;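 also: forskolin and galanin both at EC90 stimulate the cells; cAMP rise reported by CNG channel membrane potential dye signal; 0% = forskolin plus galanin with DMSO and 100% = forskolin alone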
Target sequence (O60755 1-299 limits assumed): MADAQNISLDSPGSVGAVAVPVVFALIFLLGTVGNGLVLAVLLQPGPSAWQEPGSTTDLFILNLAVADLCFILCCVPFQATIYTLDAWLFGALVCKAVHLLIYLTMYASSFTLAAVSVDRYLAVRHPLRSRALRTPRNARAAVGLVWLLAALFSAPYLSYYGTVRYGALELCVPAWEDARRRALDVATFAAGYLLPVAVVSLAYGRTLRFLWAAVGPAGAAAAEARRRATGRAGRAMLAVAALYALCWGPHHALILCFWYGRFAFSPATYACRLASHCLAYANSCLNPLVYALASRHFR
HCV NS3 hel inh: inhibitors of HCV NS3 helicase, primary screen, biochemical, Cy5 molecular beacon fluorescence; 0.56% of 290,000 active; Hepatitis C virus NS3 helicase; inhibition, % at 10.9 µM; NS3 helicase DNA unwinding;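 active = inhibition above the mean of all tested compounds plus 3 SD, set per campaign, cut at about 35% in these data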;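 also: 0% = DMSO wells and 100% = thioflavine S control wells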
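assay system = NS3 helicase fragment of HCV | buffer or medium = MOPS pH 6.5, MgCl2, DTT, Tween20, BSA | timing = 60 min unwinding reaction at 25 °C after ATP addition | signal = Cy5 beacon fluorescence read at start and 1 h | read-out basis = % inhibition of unwinding | control set = low DMSO, high thioflavine S at 110 µM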
CRFR2-BP ag: agonists of CRF-BP/CRF-R2 complex, primary screen, cell-based, HEK293, calcium dye fluorescence, uHTS | CRF-binding protein / CRF receptor 2 complex (human) | calcium dye fluorescence (FLIPR); percent of saturating CRF peptide response | activation, % at 13.2 µM | 0.46% of 350,000 active;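 active = activation of at least 50%, plus an integration ratio under a set limit after plate pattern correction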;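 also: plate controls were neutral control wells without compound for no effect and CRF at EC100 for full effect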
MEKK2mut PB1 HTS: MEK5 binding signal on mutant MEKK2 PB1, primary screen, biochemical, multiplex bead flow cytometry, Alexa488-MEK5 | Alexa488-MEK5 binding to MEKK2 mutant | AID 1530, 2009 | percent response, % at 10 µM | 0.35% of 290,000 active; in the data active = percent response above about 24%, passing the limit was not always enough; also: inactives centre near 1; some results filed as inactive read as strong as hits
CRFBP-R2 block: antagonists of CRF-BP/CRF-R2 complex, primary screen, cell-based, HEK293, calcium dye fluorescence, uHTS; CRF-induced calcium fluorescence; 0.59% of 350,000 active; inhibition, % at 11.8 µM; AID 588475, 2011;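 active = inhibition of the ligand-induced calcium signal above about 50% at the single tested concentration, limit read from the data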
MEKK3 PB1 HTS: modulators of MEKK3-MEK5 PB1 binding, primary screen, biochemical, wildtype MEKK3, multiplex bead flow cytometry, Alexa488-MEK5; AID 1529, 2009; bead-based flow cytometry, Alexa488-MEK5 binding to MEKK3; actives lie on both sides; 0 = blocked by unlabeled MEK5, 100 = vehicle; binding response (% of control), % at 10 µM; 1.4% of 290,000 active; Mitogen-activated protein kinase kinase kinase 3 (Homo sapiens), Q99759;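 active = binding response more than 3 SD above or below the average of its plate-row segment, actives on both sides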;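 also: Alexa488 bead fluorescence after subtracting the streptavidin-only scavenger bead signal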
Target sequence (Q99759 whole entry, looked up): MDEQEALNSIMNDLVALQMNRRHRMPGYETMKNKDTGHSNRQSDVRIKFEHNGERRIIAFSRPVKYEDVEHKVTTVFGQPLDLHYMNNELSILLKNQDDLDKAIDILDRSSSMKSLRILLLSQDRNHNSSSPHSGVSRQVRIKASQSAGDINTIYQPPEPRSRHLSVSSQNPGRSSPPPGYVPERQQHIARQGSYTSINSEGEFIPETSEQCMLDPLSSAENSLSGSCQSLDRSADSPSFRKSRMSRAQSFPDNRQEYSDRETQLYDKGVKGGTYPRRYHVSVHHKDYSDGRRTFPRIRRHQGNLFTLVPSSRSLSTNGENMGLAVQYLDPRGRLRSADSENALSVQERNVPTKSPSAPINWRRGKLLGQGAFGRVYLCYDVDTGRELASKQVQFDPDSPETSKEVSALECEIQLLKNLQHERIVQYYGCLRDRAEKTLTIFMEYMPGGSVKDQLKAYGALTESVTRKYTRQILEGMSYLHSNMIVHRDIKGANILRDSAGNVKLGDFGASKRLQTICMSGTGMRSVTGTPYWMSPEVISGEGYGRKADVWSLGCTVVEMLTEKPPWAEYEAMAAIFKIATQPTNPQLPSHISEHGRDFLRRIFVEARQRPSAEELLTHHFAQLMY
* = called active by the depositor; . = no result given; [ ] = dose if it differs, or a comment. The list is partial, so the mix of outcomes need not match the whole.

SMILES | UBC9 SUMO inh | MEKK2 WT-MEK5 | DNA FID counter | GalR3 antagonist | HCV NS3 hel inh | CRFR2-BP ag | MEKK2mut PB1 HTS | CRFBP-R2 block | MEKK3 PB1 HTS
Cc1cccc([N+](=O)[O-])c1NC(=O)CN(Cc1ccccc1)Cc1ccccc1 | -28 | 90 | 0 | -5 | -9 | -1.6 | -7 | -14 | 84
COc1ccc2c(c1)c1nc3ccccc3nc1n2Cc1ccc(OC)c(OC)c1 | 22 | 112 | -1 | -1 | -7 | 11 | 6 | 1 | 97
COc1ccc(C)cc1NC(=O)CCNC(=O)c1ccco1 | 10 | 104 | -5 | -8 | -4 | -1.0 | 4 | 15 | 99
COc1cccc(NC(=S)N(CCCN2CCOCC2)C(C)c2cc3cccc(OC)c3o2)c1 (centres undefined) | -2 | 105 | 16 | 4 | -14 | 0.1 | -2 | -6 | 107
COc1ccc(S(=O)(=O)N[C@@H](Cc2ccc(Cl)cc2)C(=O)N2CC[C@@]3(O)CCCC[C@H]3C2)cc1 | -10 | 106 | -26 | -2 | -7 | -2.5 | 9 | -1 | 101
c1ccc(Cc2nnc(N3CCOCC3)c3ccccc23)cc1 | 20 | 103 | -16 | 1 | -7 | 0.0 | 11 | -2 | 103
CCOc1ncccc1C(=O)OCC(=O)c1cccc(Br)c1 | 1 | 90 | -11 | -7 | -9 | -1.1 | -7 | -4 | 82
NNC(=O)Cn1nc(-c2ccccc2)c2ccccc2c1=O | -14 | 3.0*[inhibitor] | -32 | -11 | -4 | -0.4 | -51 | 15 | 2.0*[inhibitor]
CCC(C)(CC(=O)Nc1nccs1)c1ccccc1 (centres undefined) | 13 | 105 | -9 | -5 | -11 | -0.4 | 4 | -33 | 103
COc1cc(NC(=O)c2ccco2)c(OC)cc1NC(=O)CSc1ncc(-c2ccc(F)cc2)[nH]1 | 33 | 124 | -3 | -1 | -10 | -1.3 | 20 | 12 | 102
Cc1nc(C)c(-c2csc(Nc3ccc(O)c(C(=O)O)c3)n2)s1 | 0 | 111 | -26 | -6 | 26 | -0.6 | 11 | -7 | 109
N/C(=N\OC(=O)C1CCCCC1)c1ccccn1 | 12 | 104 | -3 | -4 | 1 | -0.6 | 8 | -10 | 102
CCOc1ccc(N2C(=O)CC(N(Cc3ccco3)C(=O)CCC(=O)O)C2=O)cc1 (centres undefined) | 4 | 97 | -8 | -3 | -1 | 0.3 | -9 | 2 | 96
CN(Cc1nc2ccc(Cl)cc2[nH]1)Cc1nc(-c2cnccn2)no1 | 10 | 89 | 0 | -3 | -11 | 0.8 | -2 | -7 | 93
O=C(O)c1ccn[nH]1 | . | 104 | . | . | . | -1.4 | 2 | 6 | 107
CC1CC(C)CN(C(=O)CNS(=O)(=O)c2cccs2)C1 (centres undefined) | 1 | 97 | -9 | -6 | 6 | 0.7 | -1 | 6 | 98
O=S(=O)(N1CCOCC1)n1cnc2ccccc21 | -12 | 113 | 2 | -4 | -4 | 0.2 | 8 | -12 | 110
Cc1cccc(NC(=O)NNS(=O)(=O)c2ccc(F)cc2)c1 | 9 | 95 | 5 | -3 | -5 | -0.6 | -1 | 5 | 94
O=C(CNC(=O)c1cccc(Cl)c1)N/N=C/C=C/c1ccccc1 | -3 | 100 | -14 | -6 | -7 | 4.6 | 0 | -23 | 101
Cn1c(Cn2c(=O)sc3ccccc32)nnc1SCC(=O)N1CCN(c2ccccc2)CC1 | -1 | . | -15 | -3 | 14 | 0.5 | . | 1 | .
COc1cc2c(cc1C1C(C#N)=C(N)OC3=C1C(=O)CC(C)(C)C3)OCO2 (centres undefined) | 16 | 106 | -8 | -8 | -14 | -0.8 | 12 | 5 | 107
C=CCOc1cccc(/C=C/c2nc3ccccc3c(=O)[nH]2)c1 | 19 | 104 | 0 | -11 | -6 | -0.8 | 4 | -14 | 101
COc1c(C)cccc1C(=O)Nc1ccc(N2CCN(C(=O)c3ccccc3C)CC2)cc1 | 8 | 102 | -46 | -1 | -16 | -8.3 | 1 | -39 | 97
CCC(C)C(=O)Nc1nc2c(s1)C(=O)CC(C)(C)C2 (centres undefined) | 5 | 111 | -8 | 4 | -4 | 1.4 | 11 | 3 | 111
COc1cc(NC(=O)CN2C(=O)NC(c3ccccc3)(c3ccccc3)C2=O)cc(OC)c1 | -3 | 99 | -22 | -4 | -17 | 1.1 | 6 | -3 | 101
CC(C)(C)c1nc(Sc2ncccc2[N+](=O)[O-])n[nH]1 | 14 | 99 | 5 | -5 | 11 | 2.3 | 1 | -6 | 102
CNc1oc(Cc2ccccc2)nc1S(=O)(=O)c1ccc(Cl)cc1 | 6 | 88 | -10 | 1 | 1 | -0.1 | -6 | -4 | 98
O=C(Nc1ccc(Cl)cc1)Nc1csc([N+](=O)[O-])c1 | 18 | 99 | 18 | -6 | 0 | 35 | -20 | 31 | 89
COc1ccc2nc3sc(C(=O)N4CCN(C)CC4)cc3cc2c1 | 9 | . | 5 | -2 | 9 | 3.0 | . | 4 | .
O=C(/C=C/c1ccccc1)NNC(=O)c1ccco1 | -9 | 109 | -2 | -7 | 4 | 0.0 | 2 | -1 | 109

As a working copy, some entries already given.
SMILES | UBC9 SUMO inh | MEKK2 WT-MEK5 | DNA FID counter | GalR3 antagonist | HCV NS3 hel inh | CRFR2-BP ag | MEKK2mut PB1 HTS | CRFBP-R2 block | MEKK3 PB1 HTS
CC1CC(C)CN(C(=O)CNS(=O)(=O)c2cccs2)C1 (centres undefined) | 1 | 97 | -9 | -6 | 6 | 0.7 | -1 | 6 | 98
O=S(=O)(N1CCOCC1)n1cnc2ccccc21 | -12 | 113 | 2 | -4 | -4 | 0.2 | 8 | -12 | 110

The listing picks up, starting 2 compounds before the break.
SMILES | UBC9 SUMO inh | MEKK2 WT-MEK5 | DNA FID counter | GalR3 antagonist | HCV NS3 hel inh | CRFR2-BP ag | MEKK2mut PB1 HTS | CRFBP-R2 block | MEKK3 PB1 HTS
COc1ccc2nc3sc(C(=O)N4CCN(C)CC4)cc3cc2c1 | 9 | . | 5 | -2 | 9 | 3.0 | . | 4 | .
O=C(/C=C/c1ccccc1)NNC(=O)c1ccco1 | -9 | 109 | -2 | -7 | 4 | 0.0 | 2 | -1 | 109
CCc1nnc(NS(=O)(=O)c2ccc(NCc3ccccc3O)cc2)s1 | 6 | 91 | -33 | -5 | 19 | -1.0 | -1 | -2 | 99
CN(C(=O)CCN1C(=O)/C(=C/c2ccccc2F)SC1=S)C1CCS(=O)(=O)C1 (centres undefined) | . | 108 | -48 | -3 | -1 | -0.5 | 1 | 4 | 103
COCCCNC(=O)CCN1C(=O)COc2ccccc21 | -7 | 107 | 2 | 1 | 0 | -0.5 | 1 | 9 | 101
COc1ccc(-c2noc(CN(C)C(=O)c3ccc4c(c3)OCO4)n2)cc1OC | -1 | 89 | -26 | -8 | 0 | -0.9 | -8 | 14 | 93
CC(=O)c1cc(-c2ccccc2)[nH]c1N1CCOCC1 | 3 | 104 | -5 | -9 | 1 | -0.8 | 3 | -6 | 103
COc1cccc(CNC(=O)C2CCN(S(=O)(=O)N3CCC4(CC3)OCCO4)CC2)c1 | 19 | 104 | -18 | 0 | 1 | 1.6 | 1 | 7 | 105
Cc1cccc(C(=O)N2CCN(c3ccc(C(F)(F)F)cn3)CC2)c1C | 0 | 101 | -24 | -2 | -12 | -0.2 | 4 | 4 | 103
O=C(/C=C/c1ccccc1O)c1ccc(Cl)cc1 | 7 | 107 | 2 | -4 | 4 | 3.2 | 10 | -22 | 105
COc1cc(/C=C/C(=O)OCC(=O)Nc2ccc(C)cc2[N+](=O)[O-])ccc1O | -24 | 103 | -1 | -2 | 10 | -1.9 | 1 | -5 | 106
CCCN1CCC(=O)N([C@H](CSc2ccccc2)c2ccccc2)CC1 | -18 | 104 | 0 | -4 | -42 | -0.9 | 8 | 2 | 102
CN(C)C(=O)CN1C(=O)NC(c2ccccc2)(c2ccccc2)C1=O | -1 | 99 | -5 | -5 | -2 | 0.7 | -1 | -7 | 103
CCOC(=O)c1c(NC(=O)Nc2cccc(Cl)c2)sc(C)c1C | -6 | 130 | 2 | -4 | 0 | -0.8 | 10 | -11 | 108
Cc1ccccc1N=Nc1c(N)n[nH]c1N | -5 | 104 | -1 | -6 | 14 | 0.3 | 5 | 0 | 101
O=C(O)CCCCCCCCc1cn(Cc2ccc(C(=O)c3ccccc3)cc2)nn1 | 0 | 99 | -52 | 0 | 6 | 2.0 | -3 | 11 | 99
CCc1nc(SCC(=O)c2cc(C)ccc2C)n[nH]1 | 11 | 98 | 6 | -2 | 9 | -1.4 | -2 | 4 | 97
CC1CCN(c2nc3c(c(=O)[nH]c(=O)n3C)n2Cc2ccccc2)CC1 | 4 | 108 | -9 | 0 | 5 | -1.9 | 10 | -26 | 103
CSc1cc(-c2ccccc2)[nH]c(=O)c1C#N | 9 | 102 | -5 | -2 | -2 | 0.7 | -2 | 10 | 100
COc1ccc(C(=O)/C(C#N)=N/Nc2ccc([N+](=O)[O-])cc2)cc1 | 14 | 97 | 1 | -1 | 0 | 23 | 0 | 71* | 103
O=C(C1CCC(CNS(=O)(=O)c2cccc3cccnc23)CC1)N1CCCC1 (centres undefined) | -6 | 115 | -30 | -1 | 11 | -0.8 | 7 | 15 | 115
O=C(COC(=O)c1ccco1)c1ccc2ccccc2c1 | 35 | 109 | -8 | -4 | -7 | 2.7 | 8 | -13 | 108
CCCNC(=O)C(=O)Nc1ccc(N(C)C)cc1 | -10 | 97 | -1 | 4 | 1 | 0.2 | -3 | -9 | 87
O=C(Nc1nccs1)c1ccc(N2C(=O)C3CCCCC3C2=O)cc1 (centres undefined) | 17 | 99 | -9 | -4 | -19 | 19 | -2 | -4 | 101
CO/N=C/NC(=O)NOCc1ccc(Cl)cc1Cl | -2 | 106 | -7 | -3 | 2 | -0.5 | 4 | -2 | 109
O=C(CSc1nc2ccccc2s1)Nc1ccc(N2CCOCC2)c(Cl)c1 | -21 | 105 | -14 | 0 | -21 | -1.6 | 4 | 23 | 94
CCOc1ccc(-c2cc(C(=O)O)c3ccccc3n2)cc1 | 43 | 100 | 1 | -4 | 2 | 0.5 | -1 | 13 | 95
C=CCNC(=O)c1c(CSc2ccc(Cl)cc2)noc1C(=O)NCCC | . | 102 | . | -8 | . | -1.3 | 0 | 3 | 100
Cc1sc2ncn(CC(=O)N(CC(=O)NC3CCCC3)Cc3cccs3)c(=O)c2c1C | 10 | 98 | -11 | . | -7 | 1.0 | -10 | -21 | 95
Cc1ccsc1C(=O)NCCc1ccc(S(N)(=O)=O)cc1 | -11 | 89 | -5 | -6 | 10 | -1.2 | -9 | 2 | 92
COC(=O)c1cc(C(=O)OC)n(Cc2ccc(Br)cc2)n1 | 1 | 112 | -14 | -5 | -5 | -1.1 | 7 | 9 | 112
